Screens from PubChem.
Mtb BioA inh – inhibitors of Mycobacterium tuberculosis BioA enzyme. purified M. tuberculosis BioA enzyme, plate reader. inhibition, % at 9.99 µM. hit rate 0.096% among 360,000; in the data active = inhibition above about 40%
Active calls of the source: *. The list is partial; count on the stated rates, not on these rows.

#	Compound	Mtb BioA inh
1	COc1ccc(CN(C)C[C@@H]2OCCCC[C@H](C)Oc3ccc(NS(=O)(=O)c4ccc(Cl)cc4)cc3C(=O)N([C@H](C)CO)C[C@@H]2C)cc1	-1.5
2	C/C=C/c1ccc2c(c1)O[C@H](CN(C)C(C)=O)[C@@H](C)CN([C@@H](C)CO)S2(=O)=O	0.9
3	C[C@H](CO)N1C[C@H](C)[C@H](CN(C)C)Oc2ncc(C#Cc3ccccc3)cc2C1=O	-2.0
4	COc1ccccc1CNC(=O)C[C@@H]1C[C@@H]2c3cc(NC(=O)C4CCC4)ccc3O[C@@H]2[C@H](CO)O1	2.2
5	C[C@@H]1CN([C@H](C)CO)C(=O)c2cc(NC(=O)Nc3ccccc3)ccc2O[C@@H](C)CCCCO[C@@H]1CN(C)S(=O)(=O)c1cn(C)cn1	-2.5
6	C[C@@H]1CN([C@H](C)CO)C(=O)CCCn2cc(nn2)CO[C@@H]1CN(C)S(=O)(=O)c1cccc(F)c1	1.7
7	CO[C@H]1CN(C)C(=O)c2cc(NC(=O)NC(C)C)ccc2OC[C@H](C)N(C(=O)C2CCC2)C[C@@H]1C	-0.8
8	C[C@H]1CN([C@@H](C)CO)C(=O)c2cc(C#Cc3ccc(F)cc3)cnc2O[C@H]1CN(C)CC1CCOCC1	3.1
9	CCC(=O)Nc1ccc2c(c1)OC[C@@H](C)N(CCC(F)(F)F)C[C@H](C)[C@@H](OC)CN(C)C2=O	0.8
10	C[C@@H]1CN([C@H](C)CO)C(=O)c2cccc(NC(=O)C3CCOCC3)c2O[C@@H]1CN(C)C(=O)NC1CCCCC1	-1.9
11	COC(=O)C[C@@H]1CC[C@H](NC(=O)Nc2ccc(C(F)(F)F)cc2)[C@H](CO)O1	-0.8
12	C[C@@H]1CN([C@H](C)CO)C(=O)c2cccc(NC(=O)c3ccncc3)c2O[C@@H]1CN(C)C(=O)Nc1cccc2ccccc12	-1.1
13	Cc1ccc(S(=O)(=O)N(C)C[C@H]2OCCCC[C@@H](C)Oc3ccc(NC(=O)C4CCCCC4)cc3C(=O)N([C@H](C)CO)C[C@H]2C)cc1	-1.8
14	CC(C)CC#Cc1cnc2c(c1)C(=O)N([C@@H](C)CO)C[C@@H](C)[C@@H](CN(C)C(=O)c1ccccc1)O2	1.3
15	Cc1ccc(S(=O)(=O)Nc2ccc3c(c2)CC(=O)N([C@H](C)CO)C[C@H](C)[C@H](CN(C)C(=O)Nc2ccc4c(c2)OCO4)O3)cc1	1.0
16	C[C@@H]1CN([C@H](C)CO)C(=O)Cc2cc(NS(=O)(=O)c3ccc(F)cc3)ccc2O[C@H]1CN(C)CC1CC1	-4.0
17	OC[C@@H]1[C@H](c2ccc(C#CC3(O)CCCC3)cc2)[C@H]2CN(Cc3cncnc3)CCCCN12	0.1
18	COCCNC(=O)C[C@H]1C[C@@H]2c3cc(NC(=O)Nc4ccccc4F)ccc3O[C@@H]2[C@H](CO)O1	-0.7
19	COc1ccc(CN(C)C[C@@H]2Oc3ccc(NC(=O)NC4CCCCC4)cc3C(=O)N([C@@H](C)CO)C[C@@H]2C)cc1	0.0
20	CC=Cc1ccc2n(c1=O)C[C@@H]1[C@@H](CO)[C@H](C(=O)NCC3CC3)[C@H]2N1CCC (mixture of isomers)	-3.4
21	COC(=O)C(CC#Cc1ccc2c(c1)[C@]1(C(=O)N2)[C@H](c2ccccc2OCCO)N2[C@H](c3ccccc3)[C@H](c3ccccc3)OC(=O)[C@H]2[C@@H]1C(=O)NC[C@H](O)c1ccccc1)C(=O)OC	-2.7
22	Cc1ccc(S(=O)(=O)Nc2ccc3c(c2)C(=O)N([C@H](C)CO)C[C@H](C)[C@@H](CN(C)C)O3)cc1	-3.4
23	CN(C)C(=O)C[C@@H]1CC[C@@H](NC(=O)NC2CCCC2)[C@H](CO)O1	-0.4
24	O=C(C[C@@H]1CC[C@H](NC(=O)Nc2cc(F)ccc2F)[C@H](CO)O1)Nc1ccccc1	6.5
25	CCCC(=O)N1C[C@@H]2[C@H](c3ccccc31)[C@H](CO)N2C(=O)Nc1ccccc1	0.3

Other entries follow.
#	Compound	Mtb BioA inh
26	CC(C)NC(=O)NCC[C@@H]1CC[C@H](NS(=O)(=O)c2ccc(Oc3ccccc3)cc2)[C@@H](CO)O1	21
27	Cc1noc(C)c1S(=O)(=O)Nc1cccc2c1O[C@@H](CN(C)C(=O)NC1CCCCC1)[C@@H](C)CN([C@H](C)CO)C2=O	0.1
28	N#C[C@@H]1[C@H](c2ccc(C3=CCCC3)cc2)[C@@H](CO)N1C(=O)Cc1ccncc1	-1.6
29	CC=Cc1ccc2n(c1=O)C[C@@H]1[C@@H](CO)[C@H](C(=O)N3CCc4ccccc4C3)N[C@H]21 (mixture of isomers)	-0.2
30	C[C@@H]1CCCCO[C@@H](CN(C)S(=O)(=O)c2ccc(F)cc2)[C@H](C)CN([C@H](C)CO)C(=O)c2cc(NC(=O)CCCN(C)C)ccc2O1	-2.1
31	C[C@@H]1CN([C@@H](C)CO)C(=O)Cc2cc(NC(=O)c3ccncc3)ccc2O[C@H]1CN(C)S(=O)(=O)c1cn(C)cn1	3.7
32	C[C@H]1CN([C@@H](C)CO)S(=O)(=O)c2ccc(C#CC3(O)CCCC3)cc2O[C@@H]1CN(C)C(=O)Cc1ccccc1	2.7
33	COc1ccc(OC(=O)N(C)C[C@H]2OCc3cn(nn3)CCCC(=O)N([C@@H](C)CO)C[C@H]2C)cc1	-2.5
34	C[C@@H]1CN([C@@H](C)CO)C(=O)c2cc(C#CC3(O)CCCC3)cnc2O[C@@H]1CN(C)C	-2.6
35	COC(=O)[C@@H]1[C@@H](CO)[C@@H]2Cn3c(ccc(-c4cccc(F)c4)c3=O)[C@@H]2N1S(C)(=O)=O	-0.6
36	Cc1noc(C)c1S(=O)(=O)Nc1ccc2c(c1)CC(=O)N([C@@H](C)CO)C[C@H](C)[C@H](CN(C)C(=O)Nc1ccc(C(F)(F)F)cc1)O2	-0.2
37	CCNC(=O)[C@H]1[C@H](CO)[C@H]2Cn3c(ccc(-c4ccc(OC)cc4)c3=O)[C@H]2N1Cc1ccccc1	7.9
38	OC[C@@H]1Nc2ccc(-c3ccccc3)cc2[C@@H]2[C@H]1CCN2Cc1ccc(F)cc1	-5.8
39	CN1CCN(C(=O)[C@@H]2[C@@H](CO)[C@@H]3Cn4c(ccc(C5=CCCC5)c4=O)[C@H]2N3S(C)(=O)=O)CC1	-0.9
40	Cc1noc(C)c1NC(=O)N(C)C[C@H]1Oc2c(NC(=O)c3ccncc3)cccc2C(=O)N([C@@H](C)CO)C[C@H]1C	0.2
41	CC(C)NC(=O)N(C)C[C@@H]1Oc2cc(C#Cc3ccc(F)cc3)ccc2S(=O)(=O)N([C@@H](C)CO)C[C@@H]1C	1.7
42	C[C@@H]1CCCCO[C@H](CN(C)C)[C@H](C)CN([C@@H](C)CO)C(=O)c2cc(NC(=O)Nc3ccccc3)ccc2O1	-0.6
43	C/C=C/c1ccc2c(c1)O[C@@H](CN(C)Cc1ccc(F)cc1)[C@@H](C)CN([C@@H](C)CO)S2(=O)=O	1.2
44	C[C@@H]1CN([C@@H](C)CO)C(=O)Cc2cc(NS(C)(=O)=O)ccc2O[C@@H]1CN(C)Cc1ccc(Oc2ccccc2)cc1	-2.5
45	C[C@H](CO)N1C[C@H](C)[C@@H](CN(C)Cc2ccc(-c3ccccc3)cc2)Oc2c(NC(=O)C3CC3)cccc2C1=O	-1.4
46	C[C@@H]1CCCCO[C@@H](CN(C)C(=O)Nc2ccccc2)[C@@H](C)CN([C@@H](C)CO)C(=O)c2cc(NC(=O)c3ccccc3)ccc2O1	-0.3
47	C[C@@H]1CN([C@H](C)CO)C(=O)c2cc(C#CC3CCCCC3)cnc2O[C@H]1CN(C)C	0.9
48	CCC(=O)N[C@H]1CC[C@H](CC(=O)NCc2cc(F)cc(F)c2)O[C@@H]1CO	-1.7
49	CC(C)(C)[S@](=O)N1Cc2cc(C(=O)NCc3ccncc3)nc(-c3cccc(-c4ccc(C#N)cc4)c3)c2[C@@H]1CCO	9.9
50	C[C@H](CO)N1C[C@H](C)[C@@H](CN(C)C(=O)C2CCCCC2)Oc2cc(-c3ccc(F)cc3)ccc2S1(=O)=O	-0.5

In the list so far, these contain a cyano group.
#	Compound	Mtb BioA inh
28	N#C[C@@H]1[C@H](c2ccc(C3=CCCC3)cc2)[C@@H](CO)N1C(=O)Cc1ccncc1	-1.6
49	CC(C)(C)[S@](=O)N1Cc2cc(C(=O)NCc3ccncc3)nc(-c3cccc(-c4ccc(C#N)cc4)c3)c2[C@@H]1CCO	9.9

The list continues:
#	Compound	Mtb BioA inh
51	O=C([C@@H]1[C@@H](CO)[C@@H]2Cn3c(ccc(/C=C/c4ccccc4)c3=O)[C@@H]2N1CC1CC1)N1CCOCC1	0.9
52	CN1CCN(C(=O)C[C@H]2C[C@@H]3c4cc(NC(=O)CC5CC5)ccc4O[C@@H]3[C@@H](CO)O2)CC1	-0.9
53	CO[C@H]1CN(C)C(=O)c2ccc(NC(=O)Nc3c(C)noc3C)cc2OC[C@@H](C)NC[C@@H]1C	-1.4
54	CC(C)C#Cc1ccc2c(c1)O[C@H](CN(C)C(=O)c1ccncc1)[C@@H](C)CN([C@H](C)CO)S2(=O)=O	0.7
55	C/C=C/c1ccc([C@@H]2[C@@H](CO)N3CCCCN(S(=O)(=O)c4cccc(C)c4)C[C@H]23)cc1	4.4
56	C[C@H](O)C#Cc1cnc2c(c1)C(=O)N([C@H](C)CO)C[C@@H](C)[C@H](CN(C)C(=O)Cc1ccncc1)O2	0.0
57	CCCN1C[C@H](C)[C@H](OC)CN(C)C(=O)c2cc(NC(=O)Nc3cccc(F)c3)ccc2OC[C@H]1C	4.1
58	Cc1noc(C)c1NC(=O)N(C)C[C@@H]1Oc2c(NC(=O)Nc3ccc(F)cc3)cccc2C(=O)N([C@H](C)CO)C[C@H]1C	3.4
59	COc1ccccc1C(=O)N1C[C@H]2[C@@H](c3ccccc31)[C@@H](CO)N2C(=O)C1CCCCC1	24
60	C[C@H](CO)N1C[C@H](C)[C@@H](CN(C)C(=O)c2cccnc2)Oc2cc(C#CC3CC3)ccc2S1(=O)=O	1.2
61	CCCNC(=O)[C@@H]1[C@@H](CO)[C@@H]2Cn3c(ccc(C4=CCCC4)c3=O)[C@@H]2N1Cc1ccccc1	-1.0
62	CO[C@H]1CN(C)C(=O)c2ccc(NC(=O)NC(C)C)cc2OC[C@H](C)N(C(=O)CN(C)C)C[C@H]1C	-2.3
63	COc1ccc(S(=O)(=O)N2CC[C@@H]3[C@@H](CO)Nc4ccc(-c5ccccc5F)cc4[C@@H]32)cc1	-3.4
64	C[C@H](CO)N1C[C@H](C)[C@H](CN(C)S(=O)(=O)c2ccc(F)cc2)Oc2ccc(NC(=O)Cn3cnnn3)cc2C1=O	1.7
65	COC(=O)[C@@H]1[C@@H](CO)[C@@H]2Cn3c(ccc(C4=CCCC4)c3=O)[C@@H]2N1C(=O)C1CC1	-2.2
66	CO[C@@H]1CN(C)C(=O)c2cc(NC(=O)C3CCCC3)ccc2OC[C@@H](C)N(C)C[C@H]1C	1.1
67	O=C(c1cccc(F)c1)N1CC[C@@H]2[C@@H](CO)Nc3ccc(-c4ccc(F)cc4)cc3[C@@H]21	6.5
68	C[C@@H]1CN([C@H](C)CO)C(=O)c2cc(NC(=O)CCN3CCOCC3)ccc2O[C@@H]1CN(C)C	-1.5
69	CCNC(=O)[C@@H]1[C@@H](CO)[C@@H]2Cn3c(ccc(-c4ccccc4F)c3=O)[C@H]1N2CC1CC1	-1.0
70	CCCN(C)C[C@H]1OCCCC[C@H](C)Oc2ccc(NC(=O)C3CCCCC3)cc2C(=O)N([C@H](C)CO)C[C@H]1C	0.6
71	CCCC(=O)Nc1ccc2c(c1)C(=O)N(C)[C@H]1CC[C@@H](CC(=O)N3CCCCC3)O[C@@H]1CO2	-0.8
72	Cc1noc(C)c1S(=O)(=O)Nc1ccc2c(c1)C(=O)N([C@@H](C)CO)C[C@H](C)[C@H](CN(C)S(C)(=O)=O)O2	2.3
73	CS(=O)(=O)N1[C@@H](C#N)[C@H](c2ccc(C#Cc3cccc(F)c3)cc2)[C@@H]1CO	0.8
74	C[C@@H]1CCCCO[C@H](CN(C)S(C)(=O)=O)[C@@H](C)CN([C@H](C)CO)C(=O)c2cc(NC(=O)Nc3ccccc3)ccc2O1	1.3
75	CCNC(=O)[C@H]1[C@H](CO)[C@H]2Cn3c(cccc3=O)[C@@H]1N2C(=O)C1CCC1	0.6

Looked up by structure from above, 6 records:
#	Compound	Mtb BioA inh
64	C[C@H](CO)N1C[C@H](C)[C@H](CN(C)S(=O)(=O)c2ccc(F)cc2)Oc2ccc(NC(=O)Cn3cnnn3)cc2C1=O	1.7
56	C[C@H](O)C#Cc1cnc2c(c1)C(=O)N([C@H](C)CO)C[C@@H](C)[C@H](CN(C)C(=O)Cc1ccncc1)O2	0.0
69	CCNC(=O)[C@@H]1[C@@H](CO)[C@@H]2Cn3c(ccc(-c4ccccc4F)c3=O)[C@H]1N2CC1CC1	-1.0
65	COC(=O)[C@@H]1[C@@H](CO)[C@@H]2Cn3c(ccc(C4=CCCC4)c3=O)[C@@H]2N1C(=O)C1CC1	-2.2
60	C[C@H](CO)N1C[C@H](C)[C@@H](CN(C)C(=O)c2cccnc2)Oc2cc(C#CC3CC3)ccc2S1(=O)=O	1.2
70	CCCN(C)C[C@H]1OCCCC[C@H](C)Oc2ccc(NC(=O)C3CCCCC3)cc2C(=O)N([C@H](C)CO)C[C@H]1C	0.6

Carrying on.
#	Compound	Mtb BioA inh
76	COCC(=O)Nc1ccc2c(c1)[C@@H]1C[C@@H](CC(=O)NCCc3ccccc3)O[C@@H](CO)[C@@H]1O2	-0.4
77	CC(C)NC(=O)NCC[C@H]1CC[C@@H](NC(=O)Nc2ccccc2)[C@H](CO)O1	0.7
78	C[C@@H]1CN([C@H](C)CO)C(=O)c2cc(C#C[C@@H](C)O)cnc2O[C@@H]1CN(C)C(=O)c1ccccc1	-2.6
79	C/C=C/c1ccc2c(c1)O[C@H](CN(C)Cc1cccc(F)c1)[C@@H](C)CN([C@H](C)CO)S2(=O)=O	2.1
80	CN(C)C(=O)C[C@@H]1CC[C@H](NC(=O)C2CCOCC2)[C@@H](CO)O1	-2.5
81	C[C@H](CO)N1C[C@H](C)[C@H](CN(C)Cc2ccccn2)Oc2ncc(Br)cc2C1=O	-0.5
